Screening results: PubChem, Sanford-Burnham Center for Chemical Genomics
Jurkat NFkB inh: inhibitors of the PMA/ionomycin-induced NF-kB reporter in Jurkat cells; PMA/ionomycin-induced NF-kB luciferase reporter, luminescence; inhibition, % at 4 µM; actives 0.53% (n = 330,000); in the data active = inhibition above about 50%
CXCR6 inh: CXCR6 (human) receptor inhibition. CHO-K1 PathHunter CXCR6 beta-arrestin, luminescence. inhibition, % at 20 µM. actives 0.36% (n = 360,000); in the data active = inhibition above about 34%, passing the limit was not always enough;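 also: antagonist mode with CXCL16 agonist at 10 nM final; 0% = 10 nM CXCL16 with DMSO and 100% = unstimulated wells without agonist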
Target sequence (O00574 whole entry, looked up): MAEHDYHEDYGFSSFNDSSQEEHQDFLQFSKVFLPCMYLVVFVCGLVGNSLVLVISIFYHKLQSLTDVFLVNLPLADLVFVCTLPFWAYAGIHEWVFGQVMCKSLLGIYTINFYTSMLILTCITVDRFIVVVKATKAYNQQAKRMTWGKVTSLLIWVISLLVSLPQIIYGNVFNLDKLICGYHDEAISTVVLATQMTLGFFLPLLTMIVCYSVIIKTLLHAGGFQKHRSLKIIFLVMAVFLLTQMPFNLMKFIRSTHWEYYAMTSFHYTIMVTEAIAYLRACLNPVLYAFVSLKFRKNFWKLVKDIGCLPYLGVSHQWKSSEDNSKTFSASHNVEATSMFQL
UBC13 polyUb: human UBC13 polyubiquitination inhibition; UBC13 polyubiquitin chain formation, TR-FRET; inhibition, % at 20 µM; actives 0.47% (n = 330,000); in the data active = inhibition above about 45%, passing the limit was not always enough; inconclusive = no clear call, values can overlap the other calls
Target sequence (P61088 whole entry, looked up): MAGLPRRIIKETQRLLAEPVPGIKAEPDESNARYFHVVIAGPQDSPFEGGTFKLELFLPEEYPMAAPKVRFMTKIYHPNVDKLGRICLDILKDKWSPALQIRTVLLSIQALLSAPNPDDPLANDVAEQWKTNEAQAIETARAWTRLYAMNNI
Gli-Sufu antag: blocks Gli-Sufu signaling in a luciferase reporter. Sufu-KO-LIGHT fibroblasts, Gli luciferase reporter luminescence. inhibition, % at 5 µM. actives 0.74% (n = 340,000). AID 588413;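 active = inhibition above about 55%, limit read from the data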;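 also: 0% = DMSO-treated cells and 100% = wells with medium but no cells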
697 NFkB inh: inhibitors of the PMA/ionomycin-induced NF-kB reporter in 697 B cells; inhibition, % at 4 µM; AID 435022; 697 B-cell NF-kB luciferase reporter, 16 h; actives 0.33% (n = 330,000); in the data active = inhibition above about 35%
APJ antag: antagonists of human APJ apelin receptor. P35414. inhibition, % at 20 µM. actives 0.32% (n = 330,000). CHO-K1 APJ beta-arrestin complementation, luminescence;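 active = inhibition above about 40% at 20 µM, limit read from the data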;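 also: cells challenged with 10 nM apelin-13 agonist together with compound; plate controls were apelin-13 plus DMSO wells for no effect and DMSO wells lacking apelin-13 for full effect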
CCR6 antagonist: blocks CCL20-driven beta-arrestin recruitment at human CCR6 | inhibition, % at 20 µM | P51684 | CHO-K1 CCR6 PathHunter beta-arrestin, luminescence, CCL20-stimulated | AID 493098 | actives 0.49% (n = 340,000);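 active = compounds whose inhibition of the agonist-driven luminescence signal at 20 µM reaches about 50%, limit read from the data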;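 also: cells stimulated with CCL20 at 14 nM final; plate controls were DMSO with CCL20 for no effect and DMSO without agonist for full effect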
Target sequence (P51684 whole entry, looked up): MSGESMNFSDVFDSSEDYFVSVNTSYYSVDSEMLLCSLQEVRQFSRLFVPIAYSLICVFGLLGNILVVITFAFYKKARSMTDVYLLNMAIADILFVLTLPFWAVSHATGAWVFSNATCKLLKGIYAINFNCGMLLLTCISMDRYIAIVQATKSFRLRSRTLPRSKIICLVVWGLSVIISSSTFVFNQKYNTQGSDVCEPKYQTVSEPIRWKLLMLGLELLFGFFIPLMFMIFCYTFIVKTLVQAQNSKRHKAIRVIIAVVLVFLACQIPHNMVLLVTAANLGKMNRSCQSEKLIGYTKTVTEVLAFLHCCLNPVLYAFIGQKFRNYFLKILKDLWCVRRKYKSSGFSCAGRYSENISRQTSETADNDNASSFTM
EBI2 block: blocks human EBI2 receptor beta-arrestin signaling; P32249; EBI2 beta-arrestin recruitment, luminescence, 7a,25-OHC stimulated; inhibition, % at 5 µM; actives 0.81% (n = 360,000); in the data active = inhibition above about 38%;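 also: enzyme fragment complementation signal reports receptor beta-arrestin coupling in cells; 0% = agonist plus DMSO wells and 100% = wells without agonist; some results beyond the cut were filed as inactive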
* marks the source's active call; other numbers are inactive results; ? = inconclusive; . = not tested or not shown. No enrichment for hits; 3% or so of the library scored in one or more.

A first look:
molecule	Jurkat NFkB inh	CXCR6 inh	UBC13 polyUb	Gli-Sufu antag	697 NFkB inh	APJ antag	CCR6 antagonist	EBI2 block
O=C(NC1=NCCS1)c1cc(-c2ccccc2)nn1-c1ccccc1	14.4	4.9	15.5	11.7	20.3	8.9	-0.3	0.4
COc1ccc(Oc2cccc(Cl)c2CNC(=O)CCCC(=O)O)cc1	-4.2	-7.2	-1.2	3.5	5.2	-7.3	6.5	7.5

Results, from the first entry:
molecule	Jurkat NFkB inh	CXCR6 inh	UBC13 polyUb	Gli-Sufu antag	697 NFkB inh	APJ antag	CCR6 antagonist	EBI2 block
O=C(NC1=NCCS1)c1cc(-c2ccccc2)nn1-c1ccccc1	14.4	4.9	15.5	11.7	20.3	8.9	-0.3	0.4
COc1ccc(Oc2cccc(Cl)c2CNC(=O)CCCC(=O)O)cc1	-4.2	-7.2	-1.2	3.5	5.2	-7.3	6.5	7.5
COc1cccc(CNc2ccc3[nH]c(=O)[nH]c3c2)c1OCc1ccccc1F	-10.1	-4.9	2.0	-10.1	-33.2	4.1	-14.3	0.1
O=C(c1ccc(Cl)cc1)N1CCC(N2CCC(C(=O)N3CCOCC3)CC2)CC1	-9.4	-0.2	-9.2	-3.2	-3.5	22.4	3.3	3.0
COC(=O)c1cc(S(=O)(=O)N2CCCC2=O)c(Cl)cc1Cl	-2.6	-6.7	4.6	2.2	-8.5	-3.4	12.2	2.2
Cc1ccc(C(=O)NCC(c2ccc(F)cc2)N2CCOCC2)s1 (centres undefined)	3.4	3.8	-0.7	-2.3	13.7	16.6	-0.8	-11.3
Cn1c(=NC(=O)C2CCCCC2)sc2cc([N+](=O)[O-])ccc21	-26.8	-3.2	-6.1	-33.5	-11.9	0.7	-0.7	0.5
Fc1cc(Br)ccc1COc1ccc(-c2nnco2)cc1	-45.8	-1.8	7.3	-62.2	-37.4	-6.9	20.3	-9.5
N=c1c(C(=O)NCc2ccccc2)cc2c(=O)n3ccccc3nc2n1Cc1ccco1	49.5	28.0	-4.1	8.0	-10.1	25.5	18.9	16.4
CCC(O)(CC)C(=O)N(Nc1ccc(C)cc1)c1ccc(C)cc1	-22.0	-2.1	7.5	-1.5	-6.2	16.6	6.9	4.0
O=C(Nc1nnc(C2=COCCO2)o1)c1cccc(C(F)(F)F)c1	-4.5	-2.0	-18.6	-3.8	-7.6	-14.1	9.0	-0.3
CCOc1ccc(-n2c(N)c(C(=O)NCc3ccco3)sc2=S)cc1	-0.7	-9.2	-3.3	0.2	18.4	1.4	1.5	1.9
O=C(CN1C(=O)c2cccc3cccc1c23)NC1CCCC1	-13.2	1.4	6.6	-9.3	0.1	4.7	1.2	-4.3
CCOc1ccc(CCNC(=O)CS(=O)Cc2nc(-c3ccc(C)cc3)oc2C)cc1 (centres undefined)	-2.3	4.0	-3.1	-0.2	-15.4	6.9	-6.6	4.6
COC(=O)c1ccccc1NC(=S)NC(=O)COc1ccc(C(C)C)cc1	-10.3	15.4	3.5	-4.5	0.5	10.2	35.0	-5.7
CCCn1c(=O)cc(N)n(-c2ccc(OC(F)(F)F)cc2)c1=O	8.9	-0.4	-1.7	38.3	-3.4	12.4	4.9	-5.3
CC(C)CN(C1CCS(=O)(=O)C1)S(=O)(=O)c1ccc(C(C)C)cc1 (centres undefined)	12.1	-7.2	-4.5	-8.6	22.4	-1.8	15.1	-6.0
COc1ccc2[nH]c(=O)c(CN(C(=O)c3ccco3)C(C)C)cc2c1	-5.1	-4.9	7.4	-14.5	15.4	8.6	6.2	-5.1
Cc1cc(C)c(C#N)c(SCc2ccccc2C)n1	3.4	12.8	-134.5	7.1	-2.2	0.0	14.1	5.4
COc1ccc(/C=N/NC(=O)c2ccoc2C)cc1COc1ccc(Cl)cc1	8.5	9.0	-10.1	10.1	-14.2	1.4	0.8	18.3
Cc1cc(C(C)C)n2c(nc3ccccc32)c1C#N	-2.3	.	12.1	.	-18.9	1.4	.	.
CCN1C(=O)N[C@@H](c2cccc(C(F)(F)F)c2)[C@H](C(C)=O)[C@H]1C	6.7	4.2	1.1	-8.9	16.0	-1.1	7.4	-1.4
CCN(CC)CCNC(=O)c1ccc(NC(=O)C2CC(=O)N(c3ccc4c(c3)OCCO4)C2)cc1 (centres undefined)	-15.5	-16.5	-2.1	-9.8	-1.6	18.5	-7.4	-2.0
Cc1ccc(C(=O)NCC(=O)OCC(=O)N(CC(C)C)c2c(N)n(Cc3ccccc3)c(=O)[nH]c2=O)cc1C	-4.7	-3.0	-3.5	-2.8	2.6	1.7	3.3	0.6
CSc1ccccc1C(=O)NCCOc1ccccc1C	-4.9	5.8	-7.0	8.7	-2.3	-25.4	4.0	-1.5
O=C(NN1CCN(Cc2ccccc2)CC1)c1ccc(Cl)cc1	2.9	-9.1	1.4	3.6	4.4	5.2	1.3	15.7
COc1ccc(COC(=O)C2=C(C)NC(=O)NC2c2cc(OC)ccc2OC)cc1 (centres undefined)	12.2	13.8	4.7	8.7	-0.6	17.2	16.0	-24.4
CCNC(=O)COC(=O)c1cc(-c2ccc(OC)cc2)nc2ccccc12	1.4	-0.8	10.7	-48.5	-4.8	11.6	3.7	6.3
O=C(NC1CCCCC1)N(Cc1cc2cc3c(cc2[nH]c1=O)OCCO3)C1CCCCC1	11.1	-2.5	-2.3	2.3	20.5	19.5	3.7	6.9
CCOc1cccc2sc(N3CCN(C(=O)c4ccc5ncsc5c4)CC3)nc12	-0.6	-10.5	2.4	-4.3	7.5	-7.0	3.6	44.7*
CCCCCn1c(SCCN2CCOCC2)nc2c1c(=O)[nH]c(=O)n2C	2.0	-1.1	4.7	2.8	-3.7	7.7	-7.1	-8.9
CCc1nn(CCCC(=O)N2CCC(C)CC2)c(=O)c2cc3occc3n12	-19.5	-1.8	-4.4	3.8	-65.1	29.6	2.6	-5.1
CCOc1ccc(N(CC(=O)NCCOc2ccccc2OC)S(=O)(=O)c2ccccc2)cc1	6.3	2.2	2.2	6.3	12.4	9.1	17.8	3.8
CC(=O)Nc1n[nH]c(S(=O)(=O)Cc2ccc(Cl)cc2Cl)n1	1.1	-29.7	10.1	5.8	-11.1	7.8	-14.2	-18.5
CCC(C)[C@H](NC(=O)N1CCN(c2cccc(C(F)(F)F)c2)CC1)C(=O)OC (some centres undefined)	14.7	50.9*	2.9	-9.0	0.1	25.0	7.4	-9.8
Cc1ccc(S(=O)(=O)N2CCN(C(=O)CSCc3ccc(C(C)C)cc3)CC2)cc1	-0.4	4.5	10.3	-0.2	-6.6	2.6	21.3	-5.7
CN(C)S(=O)(=O)c1cccc(NC(=S)N2CCCCC2CO)c1 (centres undefined)	-0.2	3.5	2.6	-1.0	-2.6	18.2	9.0	3.0
CCOc1nc(-c2ccccc2)c2cc(C)ccc2n1	0.6	10.9	?	-1.1	1.4	17.8	18.8	-16.8
CCCCn1c(SCC(=O)N2CCCCC2)nc2cc(S(N)(=O)=O)ccc21	-3.3	-0.5	-4.5	0.0	-4.0	3.8	-1.5	-15.7
O=C(NCc1ccco1)C1CCN(C(=O)c2cc3sccc3n2Cc2ccc(Cl)cc2)CC1	-4.5	2.3	0.0	12.1	-18.1	3.8	14.4	12.9
COc1ccc(S(=O)(=O)N(C)C)cc1NCC(=O)Nc1cccc(C#N)c1	-6.0	0.6	2.1	1.4	3.9	8.0	-5.0	-2.8
O=C(NCC(=O)N1CCN(C(c2ccccc2)c2ccccc2)CC1)c1ccccc1F	-34.1	-7.5	-0.7	28.4	-19.3	-7.3	16.2	-0.2
CCCN(CCC)C(=O)CSc1nc2ccsc2c(=O)n1NC(=O)c1ccccc1	-31.7	-5.8	-1.6	0.5	-24.5	13.6	-2.6	-7.0
CCO[C@@H]1OC(C(=O)NC2CC2)=C[C@H](c2coc3ccccc3c2=O)[C@H]1CCCO	10.7	-2.7	-11.6	4.5	-0.8	-10.6	-4.5	-6.2
Cc1ccc(S(=O)(=O)N2CCOCC2)cc1C(=O)NCc1cn2ccsc2n1	-3.6	-1.3	0.1	5.2	-8.9	14.8	-13.6	-4.4
CC(=O)Nc1ccc(S(=O)(=O)N2CCC(C(=O)NCc3cccnc3)CC2)cc1	19.1	-5.6	-2.2	-5.2	15.0	8.4	8.8	4.4
COc1ccccc1N1CCN(C(c2cccs2)C(C)NC(=O)c2cccnc2)CC1 (centres undefined)	-3.1	-2.0	-7.1	0.9	-3.6	-12.2	-5.7	6.3
C/C(=N/Oc1nc(C)cc(C)n1)c1ccc(Cl)cc1Cl	-6.9	0.9	-3.6	8.8	-13.3	6.9	11.8	-0.6
O=C1/C(=C/c2ccccc2)CSc2sccc21	-13.1	5.3	7.9	-11.6	-7.5	-1.4	14.2	1.8
O=C(Nc1ccccc1)N1CCN(c2ccc(F)cc2)CC1	-0.1	-14.7	6.1	-3.3	19.4	-1.9	-0.9	10.3
CC(C)OC(=O)CN1C(=O)S/C(=C/c2ccc(N3CCCCC3)o2)C1=O	8.4	16.9	-15.9	4.5	4.9	22.9	41.4	36.5
C=CCNC(=S)NNC(=O)c1ccc(=O)n(Cc2ccc(Cl)cc2Cl)c1	-6.9	16.0	-3.0	5.8	0.2	16.7	0.9	13.0
CC(=O)NCCc1nc2ccccc2n1Cc1ccccc1	6.5	-2.6	1.8	0.8	6.3	9.7	11.5	-0.5
Cc1ccc(N2C(=O)N(CC(=O)Nc3ccc(C)c(C)c3)C(=O)C2C)cc1 (centres undefined)	-11.7	2.2	-1.5	-5.2	-11.7	10.1	9.4	-8.6
O=C(NCCN1CCOCC1)c1cccc2c1C(=O)c1ccc(N3CCCC3)cc1S2(=O)=O	6.8	-5.2	-230.2	2.5	3.2	13.9	0.2	-5.6
COC(=O)C(C)(C(=O)OC)c1ccc([N+](=O)[O-])cn1	0.2	-2.4	8.6	-3.3	15.7	2.9	11.4	-1.9
CCc1nnc(NC(=O)CCN2C(=O)c3ccccc3C2=O)s1	-0.7	-12.4	3.8	1.2	11.9	-4.8	4.1	-5.0
CCN(CC)C(=O)CSc1nc(-c2ccc(C)cc2)nc2c1COC(C)(C)C2	-16.1	0.7	7.4	5.2	0.2	10.3	15.9	7.8
COc1ccccc1OC(=O)CCc1nc2ccccc2s1	-7.9	-2.9	-5.2	-1.0	-11.7	21.4	-7.6	4.4
Cc1nc(CCNC(=O)C2CCC(=O)N(Cc3cccc(F)c3)C2)sc1C (centres undefined)	2.0	6.3	7.8	-12.9	9.6	10.2	-1.2	3.1

Remaining list, next part.
molecule	Jurkat NFkB inh	CXCR6 inh	UBC13 polyUb	Gli-Sufu antag	697 NFkB inh	APJ antag	CCR6 antagonist	EBI2 block
CS(=O)(=O)n1nc(-c2ccco2)nc1N	-0.9	-2.8	0.8	-6.1	9.1	16.9	14.5	5.4
Cc1ccc(S(=O)(=O)Nc2cccc(C(=O)N3CCOCC3)c2)cc1	-2.2	-9.5	3.9	-21.7	4.9	-20.9	5.6	-12.8
COc1ccc(Br)cc1/C=C/C(=O)NC(=S)Nc1ccc(CN2CCOCC2)cc1	19.9	5.5	-2.8	11.6	10.4	18.2	29.9	10.4
CCOC(=O)COc1ccc2nsnc2c1Cl	5.1	-10.4	35.3	-1.7	3.9	15.6	10.5	-6.4
CN1N=C2c3ccccc3CCC2C1c1ccc(C(F)(F)F)cc1 (centres undefined)	-43.0	.	-7.4	-0.2	-81.5	-8.1	10.3	.
Cc1nc(CSc2ccc(Cl)cc2)cc(N2CCOCC2)n1	-3.6	5.9	1.1	-0.6	-13.3	12.2	13.2	5.2
Cc1ccc(S(=O)(=O)N2CCCCC2)cc1NC(=O)COC(=O)CN1C(=O)NC2(CC(C)CC(C)(C)C2)C1=O (centres undefined)	.	-6.2	.	-5.7	.	.	5.3	-1.9
C/C(=C\C(=O)c1ccc(Cl)cc1)Nc1ccc(Br)cc1	-41.0	16.9	6.9	-46.8	-9.6	-7.2	5.0	-4.1
